# EPAC2 agonist = activates human EPAC2 exchange factor | Potency, µM (series often up to 154 µM), inactives show at the highest dose activation, usual class: activators | Q8WZA2 | AID 720711 | EPAC2 activation, biochemical qHTS; response scale: 100% = 6.5 mM cAMP response | 360,000 tested, 0.079% active; also: potency is read from the fitted curve at half-maximal effect; nearly all actives have a fitted effect of over 50% in size
# Target sequence (Q8WZA2 whole entry, looked up): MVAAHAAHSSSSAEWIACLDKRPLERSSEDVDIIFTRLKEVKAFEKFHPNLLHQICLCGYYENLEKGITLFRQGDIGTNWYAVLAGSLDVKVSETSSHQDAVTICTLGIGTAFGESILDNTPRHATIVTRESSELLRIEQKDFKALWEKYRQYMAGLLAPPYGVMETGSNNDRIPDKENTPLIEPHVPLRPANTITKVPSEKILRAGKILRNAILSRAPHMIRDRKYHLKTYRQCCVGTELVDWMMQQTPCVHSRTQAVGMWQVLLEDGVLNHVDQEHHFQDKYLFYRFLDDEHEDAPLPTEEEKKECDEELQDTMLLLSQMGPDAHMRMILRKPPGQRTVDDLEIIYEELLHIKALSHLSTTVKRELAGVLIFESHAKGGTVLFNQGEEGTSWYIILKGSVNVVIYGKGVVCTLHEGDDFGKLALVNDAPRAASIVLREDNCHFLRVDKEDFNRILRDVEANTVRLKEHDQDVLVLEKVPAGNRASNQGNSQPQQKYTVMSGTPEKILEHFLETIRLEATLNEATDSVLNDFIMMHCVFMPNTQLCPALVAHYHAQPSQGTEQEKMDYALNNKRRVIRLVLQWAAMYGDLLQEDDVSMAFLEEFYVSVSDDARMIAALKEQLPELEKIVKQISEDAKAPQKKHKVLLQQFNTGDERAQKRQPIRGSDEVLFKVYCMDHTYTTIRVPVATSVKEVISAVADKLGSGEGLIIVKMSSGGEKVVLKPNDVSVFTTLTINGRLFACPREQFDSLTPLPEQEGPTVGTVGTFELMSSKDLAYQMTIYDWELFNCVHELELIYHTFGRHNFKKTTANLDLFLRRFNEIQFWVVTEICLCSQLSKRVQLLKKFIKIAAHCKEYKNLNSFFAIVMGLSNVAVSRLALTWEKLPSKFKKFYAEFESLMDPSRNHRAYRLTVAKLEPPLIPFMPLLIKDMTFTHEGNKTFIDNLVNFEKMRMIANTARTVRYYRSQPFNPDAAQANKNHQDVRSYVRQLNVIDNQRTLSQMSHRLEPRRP
#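 Readout is BODIPY fluorescence (480 nm excitation, 540 nm emission), which falls as labeled GDP is exchanged off Rap1B. EPAC2 at 100 nM acted on 250 nM RAP1B-BODIPY-GDP with 50 uM GDP present.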
# EPAC2 antag = antagonists of human EPAC2. EPAC2 GEF exchange of Rap1B-BODIPY-GDP, fluorescence. Potency, µM (doses to about 114 µM), without a hit: at the top dose activity, negative = inhibition, most hits filed as inhibitors. 360,000 tested, 0.18% active. AID 720708; also: potency is read from the fitted curve at half-maximal effect; % is scaled to controls: 0 for no effect and ±100 for the full control effect; nearly all actives have a fitted effect of over 45% in size; many of its hits are not listed in these tables
# Mm-Cpn inhibitor = inhibitors of Methanococcus maripaludis chaperonin (MmCpn); purified Mm-Cpn ATPase, ADP Transcreener TR-FRET; 330,000 tested, 0.031% active; Potency, µM (titrated, usually from 76.9 µM), without a hit: at the top dose activity, negative = inhibition, most hits filed as inhibitors; also: potency is read from the fitted curve at half-maximal effect; % is scaled to controls: 0 for no effect and ±100 for the full control effect; nearly all actives have a fitted effect of over 80% in size
#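 Purified archaeal chaperonin (25 nM final) was preincubated with compound for 10 min at 37°C, then ATP (10 uM final) was added for 30 min at 37°C in Tris pH 7.4/KCl/MgCl2/DTT buffer. ADP was quantified by HTRF Transcreener TR-FRET.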
# Nrf2 block = blocks Nrf2 signaling; A549 ARE-Fluc reporter, luciferase luminescence, 18-24 h; Potency, µM (highest dose often 46 µM), for inactives: at the top dose activity change, negative = inhibition, actives largely listed as inhibitors; 360,000 tested, 2.1% active; AID 504444; also: potency is read from the fitted curve at half-maximal effect; % is scaled to controls: 0 for no effect and ±100 for the full control effect; nearly all actives have a fitted effect of over 60% in size
#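 Nrf2 function is reported as luminescence of an ARE-controlled luciferase in A549 cells. Compounds were tested at several concentrations, and a CellTiter-Fluor read on the same wells flagged cytotoxicity.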
# A549 tox = A549 cytotoxicity, counter-screen for Nrf2 inhibitors; Potency, µM (highest dose often 46 µM), for inactives: top-dose activity change, negative = cytotoxicity, hits mostly inhibitors; 390,000 tested, 0.16% active; A549 ARE-Fluc cells, CellTiter-Fluor viability, 18-24 h; also: potency is read from the fitted curve at half-maximal effect; % is scaled to controls: 0 for no effect and ±100 for the full control effect
#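 Cytotoxicity counterscreen: CellTiter-Fluor fluorescence was measured in A549 ARE_Fluc cells after 18-24 h of compound exposure in a concentration series. The subsequent BugLite luminescent read reports ARE-luciferase activity.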
# Nrf2 activator = activators of Nrf2 (ARE) signaling | Potency, µM (titrated, usually from 46.1 µM), for inactives: top-dose activation, usual class: activators | 410,000 tested, 0.31% active | AREc32 ARE-luciferase reporter (MCF7-derived line), luminescence, 24 h | AID 624171; also: potency is read from the fitted curve at half-maximal effect; % of control where 0% means no effect; nearly all actives have a fitted effect of over 65% in size
#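 AREc32_Fluc, 1000 cells/well, OPTI-MEM + 5% FBS, o/n 37 deg C 5% CO2; 23 nL cpd by pin tool, 24 hr; Steady-Glo 30 min RT, luminescence.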
# CCT chaperon mod = changes cytosolic chaperonin activity. purified chaperonin ATPase assay, HTRF ADP detection, 30 min. activity change, % (test concentration not listed), hits read low. 360,000 tested, 0.3% active. AID 651819; in the data active = activity change below about -30%; also: % is scaled to controls: 0 for no effect and ±100 for the full control effect
#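 ATPase activity: ADP formed was measured by HTRF Transcreener (665/615 nm ratio) after 30 min at 37 deg C with 10 uM ATP. Compounds screened at one 76 uM concentration against 40 or 20 nM TRiC in Tris pH 7.4/KCl/MgCl2/DTT buffer.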
# TGFb SMAD3 inh = inhibitors of TGF-b signaling | HepG2 CAGA-GFP TGF-b/SMAD3 reporter, GFP fluorescence, 18 h; TGF-beta stimulated, 500 pg/mL final | Potency, µM (titrated, usually from 46.1 µM), for the others: top-dose activity, negative = inhibition, hits mostly inhibitors | 410,000 tested, 1.2% active | AID 588855; also: potency is read from the fitted curve at half-maximal effect; % is scaled to controls: 0 for no effect and ±100 for the full control effect; nearly all actives have a fitted effect of over 65% in size
#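 HEPG2 CAGA-GFP reporter cells (1000/well, DMEM with 1% FBS) received compounds, then recombinant TGF-beta at 500 pg/mL final for 18 hours at 37 degrees C. Per-cell GFP summed per well was normalised to unstimulated and stimulated DMSO controls before curve fitting.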
# Akt phos inh = blocks phosphorylation of Akt | Neuro2A IGF-stimulated pAkt S473 HTRF, 20 min; active compounds read low | activity change, % for hits at 50 µM | 360,000 tested, 0.32% active; in the data active = activity change below about -80%; inconclusive = mostly about -51% to -80%; also: % is scaled to controls: 0 for no effect and ±100 for the full control effect
#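 Single-point screen (50 µM final compound) in Neuro2A cells stimulated 20 min with 6 nM IGF at 37 deg C. After lysis, Ser473-phosphorylated Akt read by HTRF (ex 330 nm, em 615/665 nm) as the 665/615 ratio.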
# * hit, by the source's call; i = inactive; ? = inconclusive; / = no result given; [ ] = dose if it differs, or a comment. Unless noted, calls follow the shape of the dose curve; as a rule, active = well fitted curve in the direction sought with a large enough effect; inconclusive = small, poorly fitted or top-dose-only effect, or another doubt; inactive = no such curve, though single readings can be large; an effect the other way counts as inactive or inconclusive.
SMILES,EPAC2 agonist,EPAC2 antag,Mm-Cpn inhibitor,Nrf2 block,A549 tox,Nrf2 activator,CCT chaperon mod,TGFb SMAD3 inh,Akt phos inh
Cc1ccc(NC(=O)Cc2nnc(SCC(=O)Nc3nncs3)n2C)c(C)c1,10%,0%,-3%,?,1%,5.4%,0.2,-3%,i
O=C(CN1C(=O)CSc2ccc(S(=O)(=O)N3CCCCC3)cc21)NCc1ccccc1Cl,1%,-5%,-4%,-17%,-5%,-0.1%,-4.9,-4%,i
CCOC(=O)CNc1nnc(SCC(=O)OCC)[nH]c1=O,-1%,12%,-11%,/,0%,5.5%,2.0,0%,i
CC(C(=O)NCC1CCCCC1)N1CCN(S(=O)(=O)c2ccccc2F)CC1 (stereo not drawn),-5%,3%,1%,0%,-8%,0.0%,1.4,-8%,i
COC(=O)c1cc2c(C)[nH]c(C)c2cc(C(=O)OC)c1=O,2%,8%,-2%,-11%,-12%,0.1%,-2.9,-10%,i
Nc1c(N(Cc2ccco2)C(=O)COc2ccccc2)c(=O)[nH]c(=O)n1Cc1ccccc1,5%,-1%,-1%,7%,-4%,-0.4%,-0.2,9%,i
CCCCN(C=O)c1c(CC)nc2c(OCc3cc(Cl)cc(Cl)c3)cccn12,-2%,-14%,/,/,/,4.2%[9.22 µM],1.1,?,i
CCOc1ccccc1N1CCN(S(=O)(=O)c2cc(C)ccc2OC)CC1,8%,?,0%,?,-2%,0.0%,-0.4,7%,i
Cn1cc(Br)c(C(=O)N/N=C/c2cccc(OC3CSC3)c2)n1,-4%,2%,2%,-1%,4%,4.8%,0.5,-10%,i
CCOc1cc(NC(=S)Nc2ccccc2)c(OCC)cc1NC(=O)c1ccccc1,12%,-1%,-1%,-16%,-12%,-0.2%,-1.9,-18%,i
Cn1cc(S(=O)(=O)Nc2ccc(Br)cc2F)c(=O)n(C)c1=O,7%,-17%,1%,-16%,3%,-0.6%,-0.1,2%,i
Cc1cc(O)c(Sc2ncn[nH]2)cc1NS(=O)(=O)c1ccc(Cl)cc1,-3%,-4%,1%,6%,0%,3.2%,0.3,-8%,i
Cc1nnc(SCC(=O)NCc2ccccc2F)c2nn(-c3ccc(Cl)cc3)c(C)c12,/,/,/,?,-4%,-0.4%,/,?,/
O=C(Cn1c(O)c(N=NC(=O)c2ccncc2)c2ccccc21)Nc1ccccc1,6%,2%,0%,7%,2%,0.2%,-3.3,-20%,i
NC1=NC2(CCCC2)n2c(nc3ccccc32)N1,4%,7%,2%,16%,2%,-0.5%,1.1,4%,i
O=C(O)C1CCN(Cc2cnn(-c3ccccc3)c2-n2cccc2)CC1,2%,-4%,/,12%,-2%,0.0%,-2.2,13%,i
Cc1ccccc1N1CC(c2nc3ccccc3[nH]2)CC1=O (stereo not drawn),2%,15%,-2%,16%,2%,-0.6%,-1.5,-21%,i
Cc1ccc(NC(=O)NCCN2C(=O)C3C4C=CC(C4)C3C2=O)cc1 (stereo not drawn),6%,5%,-2%,30%,2%,2.0%,-0.8,0%,i
CN(C)c1nc(N)nc(N(c2ccccc2)c2ccccc2)n1,6%,-23%,1%,-8%,5%,0.4%,-2.0,-8%,i
CC(=O)OC(C(=O)Nc1nccs1)c1ccccc1 (stereo not drawn),0%,9%,0%,11%,4%,0.3%,3.4,1%,i
Cc1cc(SCc2c(F)cccc2Cl)nc(=O)[nH]1,6%,1%,0%,6%,2%,0.4%,0.1,-17%,i
COc1ccccc1-c1noc2c1C(=O)N(Cc1cn(-c3ccccc3OC)nn1)CC2,10%,-15%,/,/,/,-0.5%,-2.7,/,i
NC(=O)c1ccc(SCC(=O)OCC(=O)NCc2ccco2)c([N+](=O)[O-])c1,7%,7%,2%,13%,-11%,-0.1%,-1.3,0%,i
CC(C)C(=O)NNC(=O)CSc1nnc(-c2ccccc2)c(-c2ccccc2)n1,-4%,1%,0%,4%,0%,0.3%,-2.5,7%,i
CCN(Cc1ccccc1)C(c1cc2cc(C)ccc2[nH]c1=O)c1nnnn1CCOC (stereo not drawn),10%,-15%,2%,/,-2%,0.1%,-0.8,5%,i
OCCSc1nc(-c2ccccc2)nc2ccc(F)cc12,18%,-23%[57.1 µM],-9%,?,-3%,9.5%,-1.3,6%,i
O=C(CSc1nnc2ccc(-c3ccc(F)cc3)nn12)NCC1CCCO1 (stereo not drawn),11%,0%,-5%,-16%,-1%,0.6%,-2.1,1%,i
C=CCn1c(-c2ccc(Cl)cc2)cnc1SC(C)C(=O)NC(N)=O (stereo not drawn),3%,0%,3%,-15%,4%,4.5%,2.5,-29%,i
COc1ccc(CC(=O)N2CCN(S(=O)(=O)c3cccs3)CC2)cc1OC,1%,6%,1%,4%,8%,-0.8%,0.0,13%,i
Cn1c(-c2ccc(F)cc2)cc2onc(-c3c(F)cccc3Cl)c2c1=O,16%,3%,-1%,?,1%,4.0%,-3.6,-1%,i
CCC(C)(C)C1CCC2(CC1)NC(=O)N(CC(=O)Nc1nc(-c3ccc(C)cc3)cs1)C2=O (stereo not drawn),-44%[inhibitor],2%,0%,-8%,-7%,-0.1%,0.4,-25%,i
O=S(=O)(c1cnc[nH]1)N1CCN(c2ccc(Cl)cc2)CC1,-1%,2%,0%,3%,-1%,3.2%,-1.5,-10%,i
COC(=O)CSc1nnc(-c2ccco2)o1,7%,23%,1%,11%,7%,0.5%,0.2,11%,/
CC(C)OCC(O)CS(=O)Cc1ccccc1 (stereo not drawn),4%,8%,1%,8%,-5%,-0.7%,-1.3,-3%,i
Cc1cnc(C(=O)Nc2cccc(S(=O)(=O)N(C)C)c2)cn1,-4%,-7%,2%,13%,3%,3.6%,-0.7,9%,i
O=C(Cc1ccccc1)N1CCN(C(=O)c2ccco2)CC1,-1%,3%,-1%,-16%,-10%,-0.1%,-4.6,3%,i
COc1ccc(OC)c(CNC(=O)Cn2nc(C)c3c(C)n(-c4ccccc4)nc3c2=O)c1,/,/,/,4%,0%,2.8%,/,-16%,/
COCCCN(C(=O)CSCc1c(C)noc1C)c1c(N)n(Cc2ccccc2)c(=O)[nH]c1=O,-4%,8%,0%,2%,-5%,0.0%,0.4,-1%,i
COc1ccc(NC(=O)CSc2nc(NS(=O)(=O)c3ccc(C)cc3)cc(=O)[nH]2)cc1,16%,-1%,-6%,8%,-11%,2.5%,-4.2,-12%,i
O=C(Nc1cccc(F)c1)c1cccnc1N1CCOCC1,2%,17%,-2%,22%,-2%,-0.7%,0.4,?,i
O=C(O)c1ccccc1-c1ccccc1C(=O)Nc1ccccc1Br,0%,-3%,0%,-6%,1%,-1.4%,-3.1,1%,i
COc1cc(NC(=O)c2cccs2)cc(OC)c1,4%,-1%,0%,?,0%,?,-1.4,-4%,i
Cn1cccc1C(=O)c1cccc([N+](=O)[O-])c1,6%,-4%,2%,1%,19%,0.1%,0.7,1%,i
COCCCNC(=O)c1ccc(CS(=O)(=O)c2cccc(C(F)(F)F)c2)o1,-1%,7%,0%,16%,-7%,-0.4%,-21,0%,i
OCCn1ccc(-c2ccccc2OCc2ccc(F)cc2)n1,1%,-27%,0%,24%,2%,0.5%,-0.6,-11%,i

# Record cards, as listed above. Order of screens: EPAC2 agonist, EPAC2 antag, Mm-Cpn inhibitor, Nrf2 block, A549 tox, Nrf2 activator, CCT chaperon mod, TGFb SMAD3 inh, Akt phos inh
# OCCn1ccc(-c2ccccc2OCc2ccc(F)cc2)n1 across the screens: 1%, -27%, 0%, 24%, 2%, 0.5%, -0.6, -11%, i
# COCCCN(C(=O)CSCc1c(C)noc1C)c1c(N)n(Cc2ccccc2)c(=O)[nH]c1=O across the screens: -4%, 8%, 0%, 2%, -5%, 0.0%, 0.4, -1%, i
# COC(=O)CSc1nnc(-c2ccco2)o1 across the screens: 7%, 23%, 1%, 11%, 7%, 0.5%, 0.2, 11%, /
# O=C(Nc1cccc(F)c1)c1cccnc1N1CCOCC1 across the screens: 2%, 17%, -2%, 22%, -2%, -0.7%, 0.4, ?, i

# Following part.
SMILES,EPAC2 agonist,EPAC2 antag,Mm-Cpn inhibitor,Nrf2 block,A549 tox,Nrf2 activator,CCT chaperon mod,TGFb SMAD3 inh,Akt phos inh
Cc1ccc(NC(=O)C(Cc2ccccc2)NS(=O)(=O)c2ccc3c(c2)oc(=O)n3C)c(Cl)c1 (stereo not drawn),/,/,/,22%,-6%,-0.2%,/,5%,/
O=C(NCC1CCCO1)/C(=C\c1cccc([N+](=O)[O-])c1)NC(=O)c1ccccc1 (stereo not drawn),7%,5%,-3%,15%,-7%,2.0%,0.0,3%,i
CN(CC(=O)N1CCc2[nH]c3ccc(F)cc3c2C1)CC1OCCO1,-3%,7%,2%,?,-13%,0.4%,0.8,3%,i
COc1ccc(C2=Nn3c(nnc3-c3ccccc3OC)SC2)cc1OCC1CC1,2%,-18%,3%,?,-1%,-0.8%,/,?,/
COc1cc(/C=C2\S/C(=N/S(=O)(=O)Cc3ccccc3)NC2=O)c([N+](=O)[O-])cc1OC,-3%,-5%,-1%,?,?,0.2%,2.3,-5%,i
Cc1ccc(C2(C(F)(F)F)NC(=O)N3CCN=C3S2)cc1 (stereo not drawn),5%,13%,2%,?,-2%,-0.3%,-1.5,6%,i
CCCCCCC(=O)Nc1c(O)c2ccccc2[nH]c1=O,5%,2%,2%,?,-5%,3.2%,0.3,23%,i
COc1ccc(NC(=O)NNS(=O)(=O)c2ccc(Br)cc2)cc1,15%,-5%,-1%,-1%,4%,0.2%,-2.0,0%,i
CC[C@]12c3[nH]c4ccc(Cl)cc4c3CCN1C(=O)[C@@H](CC(=O)NCCCn1ccnc1)C[C@@H]2C(=O)N1CCN(C(=O)c2ccco2)CC1,0%,1%,-18%,15%,-3%,0.2%,-0.2,-12%,i

# Source: PubChem BioAssay (National Center for Advancing Translational Sciences (NCATS))

# Some of the compounds tested, so the mix of outcomes need not match the whole.
